From PubChem
TDP1 cell CPT = DT40-hTDP1 cell growth loss with CPT; chicken DT40 Tdp1-/-;hTDP1 cells + 20 nM CPT, ATP luminescence, 48 h; Potency, µM (doses to about 46.2 µM), without a hit: top-dose activity change, negative = growth inhibition, most hits filed as inhibitors; hit rate 12% among 420,000; note: nearly all actives have a fitted effect of over 55% in size
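Chicken DT40 Tdp1-/- cells complemented with human TDP1, 400 cells/well, exposed to compounds plus 20 nM camptothecin for at least 48 h at 37 C; viability read as ATP content by CellTiter-Glo luminescence.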
TDP1 block = inhibitors of human tyrosyl-DNA phosphodiesterase TDP1. hit rate 0.28% among 350,000. Potency, µM (top dose mostly 130 µM), without a hit: top-dose activity change, negative = inhibition, usual class: inhibitors. Q9NUW8. recombinant TDP1, AlphaScreen DNA substrate cleavage; note: nearly all actives have a fitted effect of over 40% in size
Target sequence (Q9NUW8 whole entry, looked up): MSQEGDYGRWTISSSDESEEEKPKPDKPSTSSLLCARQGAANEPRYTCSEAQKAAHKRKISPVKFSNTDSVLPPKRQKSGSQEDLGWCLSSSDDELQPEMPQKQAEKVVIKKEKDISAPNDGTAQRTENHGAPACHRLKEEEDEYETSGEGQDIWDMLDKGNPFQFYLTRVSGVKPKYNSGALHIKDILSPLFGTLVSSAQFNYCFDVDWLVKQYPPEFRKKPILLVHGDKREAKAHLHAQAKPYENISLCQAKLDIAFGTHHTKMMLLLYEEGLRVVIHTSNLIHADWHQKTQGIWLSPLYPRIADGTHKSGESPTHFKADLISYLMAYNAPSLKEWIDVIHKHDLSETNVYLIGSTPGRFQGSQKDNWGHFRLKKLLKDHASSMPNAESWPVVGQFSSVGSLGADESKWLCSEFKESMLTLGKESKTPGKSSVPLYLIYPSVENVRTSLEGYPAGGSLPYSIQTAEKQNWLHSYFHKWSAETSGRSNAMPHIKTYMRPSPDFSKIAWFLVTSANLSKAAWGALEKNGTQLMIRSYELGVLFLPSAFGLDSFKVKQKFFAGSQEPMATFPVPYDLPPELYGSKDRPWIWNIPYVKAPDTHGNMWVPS
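E. coli-derived human Tdp1, 1 nM final. Cpd preinc 15 min RT; substrate 15 nM final, 5 min RT; AS bead mix 10 ug/ml final, 10 min RT. Signal loss = tyrosine-FITC cleavage. No-enzyme wells = max signal.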
TDP1 cell noCPT = qHTS for Inhibitors of human tyrosyl-DNA phosphodiesterase 1 (TDP1): qHTS in cells in absence of CPT; DT40 Tdp1-/- hTDP1 cells, no CPT, ATP luminescence, 48 h; Potency, µM (top dose mostly 46.2 µM), without a hit: at the top dose activity change, negative = growth inhibition, hits mostly inhibitors; hit rate 15% among 420,000; note: nearly all actives have a fitted effect of over 55% in size
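Luminescent ATP content (CellTiter-Glo) served as the growth readout. Knockout chicken DT40 cells expressing human TDP1 were exposed to compounds without camptothecin for a minimum 48 hr at 37 °C.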
* hit, by the source's call; ? = inconclusive; / = no result given; [ ] = remark or other dose. Calls come from the whole dose curve; as a rule, active = well fitted curve in the direction sought with a large enough effect; inconclusive = small, poorly fitted or top-dose-only effect, or another doubt; inactive = no such curve, though single readings can be large; an effect the other way counts as inactive or inconclusive. % is set by controls: 0 for no effect and ±100 for the full control effect; potency is the fitted concentration of half-maximal effect.

1) COc1ccc(-n2nnnc2CNC(=O)c2ccc3ccccc3c2)cc1
2) Cc1nnc(NC2=NCCC2)o1
3) CC(=O)N1CCc2cc(S(=O)(=O)N3CC(C)CC(C)C3)ccc21 (centres undefined)
4) O=C(NC1CCCC1)c1ccc(S(=O)(=O)N2CCOCC2)cc1
5) COc1ccc(NC(=O)C2(C)CCN2Cc2csc3ccccc23)cc1OC (centres undefined)
6) CCOc1ccc(Br)cc1C(=O)Nc1ccc(C(=O)NCC(C)C)cc1

Assay by compound,1,2,3,4,5,6
TDP1 cell CPT,-13.1%,-7.4%,?,-16.9%,14.6µM*,10.3µM*
TDP1 block,1.5%,-2.0%,2.8%,2.3%,/,5.3%
TDP1 cell noCPT,-26.4%,-1.7%,-17.6%,-1.4%,14.6µM*,?

7) O=C(Nc1ccc(-c2nc3cc(Cl)ccc3o2)cc1)C1CCCO1 (centres undefined)
8) CN(Cc1ccccc1)C(=O)c1[nH]cnc1C(=O)Nc1ccon1
9) O=C(Cn1c(C(=O)NCCCN2CCOCC2)cc2sccc21)c1ccccc1
10) CC(=O)c1cc2c(cc1NS(=O)(=O)c1ccc(C)cc1)OCO2
11) CCOC(=O)c1ccc(N2C(=O)c3n[nH]c(-c4cccs4)c3C2c2ccc(OCC)cc2)cc1 (centres undefined)
12) Cc1coc2c(C)c3oc(=O)c(CCC(=O)N4CCCCC4)c(C)c3cc12

Assay by compound,7,8,9,10,11,12
TDP1 cell CPT,-22.3%,3.7%,-30.6%,-12.6%,29.1µM*,13µM*
TDP1 block,-2.2%,-0.5%,-3.1%,-5.9%,4.7%,0.0%
TDP1 cell noCPT,-5.0%,-3.2%,-11.9%,-21.1%,11.6µM*,16.4µM*

Laid out differently: results already given
[1] COc1ccc(-n2nnnc2CNC(=O)c2ccc3ccccc3c2)cc1
  TDP1 cell CPT: -13.1%; TDP1 block: 1.5%; TDP1 cell noCPT: -26.4%

[12] Cc1coc2c(C)c3oc(=O)c(CCC(=O)N4CCCCC4)c(C)c3cc12
  TDP1 cell CPT: 13µM*; TDP1 block: 0.0%; TDP1 cell noCPT: 16.4µM*

More records
13) CCc1nc(-c2ccccc2O)n(-c2ccccc2)n1
14) Cc1ccc(NC(=O)CN2C(=O)S/C(=C\c3cccn3-c3cccc(C(=O)O)c3)C2=O)c(C)c1
15) COc1ccc(CC(=O)NCc2ccc(Cl)cc2)cc1S(=O)(=O)N1CCOCC1
16) COc1ccc(S(=O)(=O)Nc2nc3n(n2)C(c2ccc(Cl)cc2)CC(=O)N3)cc1 (centres undefined)
17) CC(=O)c1cccc(OCc2cc(C(=O)N(C)CCc3ccccn3)no2)c1
18) COc1ccccc1CNC(=O)c1cc(C(C)=O)c[nH]1

Assay by compound,13,14,15,16,17,18
TDP1 cell CPT,-24.3%,-4.6%,4.2%,4.2%,?,3.6%
TDP1 block,0.0%,50.1µM*,8.3%,11.2%,3.3%,/
TDP1 cell noCPT,?,-6.7%,-11.3%,2.7%,?,17.6%

19) Cc1ccc(S(=O)(=O)N2CCN(C(=O)CSc3ncc(C(F)(F)F)cc3Cl)CC2)cc1
20) O=C1CNC(=O)/C1=C\N1CCCCC1
21) COc1cc(OC)nc(Oc2ccccc2C(=O)Oc2ccc(Cl)cc2)n1
22) CC(NC(=O)c1cccnc1)C(=O)N1CCCCC1 (centres undefined)
23) O=C(NOC(=O)c1ccccc1)c1ccccc1
24) O=C(CSc1nc(-c2ccco2)cc(C(F)(F)F)n1)Nc1ccc(C(=O)N2CCCCC2)cc1

Assay by compound,19,20,21,22,23,24
TDP1 cell CPT,?,-18.8%,?,12.8%,?,7.31µM*
TDP1 block,3.1%,6.5%,-4.3%,3.9%,5.1%,8.6%
TDP1 cell noCPT,?,0.6%,16.4µM*,-11.8%,23.1µM*,6.51µM*

25) Cc1c(OCC(=O)N2CCC(C(=O)O)CC2)ccc2c3c(c(=O)oc12)CCCC3
26) Cc1ccc(-c2[nH]ncc2C(=O)c2ccc(Br)cc2)c(O)c1
27) Cc1nn(-c2ccc(F)cc2)c(Cl)c1/C=C/C(=O)N1CCNC(=O)C1
28) O=S1(=O)CCC(S(=O)(=O)N2CCCCCC2)C1 (centres undefined)
29) CCOC(=O)Cc1cnc(NC(=O)Cn2nnc(-c3ccc(OCC)cc3)n2)s1
30) COc1cccc(NC(=S)NCCN2CCOCC2)c1

Assay by compound,25,26,27,28,29,30
TDP1 cell CPT,5.0%,?,1.6%,-13.8%,7.5%,-1.0%
TDP1 block,/,/,5.3%,5.0%,8.2%,2.4%
TDP1 cell noCPT,-4.4%,?,-10.1%,-7.8%,-26.4%,-6.2%

31) CN(C)Cc1csc(Nc2ccc(C(F)(F)F)cn2)n1
32) COCC(C)NC(=O)COc1nncc2ccccc12 (centres undefined)
33) Cc1ccc2oc(C(=O)N3CCN(c4cccc(C)n4)CC3)c(C)c2c1
34) Cc1cc(-c2nnc(SCC(=O)Nc3ccc(C(F)(F)F)cc3)n2C)no1
35) COCCNC(=O)C(c1cccs1)N(C(=O)Cn1nnc2ccccc21)c1cccc(C(C)=O)c1 (centres undefined)
36) O=C(c1ccc(CNc2c(N3CCCC3)c(=O)c2=O)cc1)N1CC=C(c2ccccc2)CC1

Assay by compound,31,32,33,34,35,36
TDP1 cell CPT,25.9µM*,-4.2%,?,1.1%,-5.8%,?
TDP1 block,/,7.9%,/,1.2%,-1.0%,/
TDP1 cell noCPT,-83.7%,-1.5%,?,-17.8%,-5.4%,?

37) COc1ccc(-n2cc(CNCCCn3ccnc3)c(-c3ccccc3Cl)n2)cc1
38) c1cncc(CNc2ccc3c(c2)OCO3)c1
39) c1ccc(CNc2nc(N3CCN(Cc4ccccc4)CC3)nc3ccccc23)cc1
40) Cc1cccc(N(CC(=O)N2CCCC2)S(C)(=O)=O)c1
41) COc1cccc(Nc2nc(=O)[nH]nc2C)c1
42) Cc1cc(F)ccc1NC(=O)c1ccc(NS(=O)(=O)c2cccs2)cc1

Assay by compound,37,38,39,40,41,42
TDP1 cell CPT,?,-81.6%,?,-2.2%,11.6%,-6.1%
TDP1 block,9.0%,3.9%,/,/,5.2%,/
TDP1 cell noCPT,?,-18.9%,16.4µM*,-16.8%,-3.7%,?

Some of the entries above, reformatted.
Values run as follows: TDP1 cell CPT	TDP1 block	TDP1 cell noCPT
32	COCC(C)NC(=O)COc1nncc2ccccc12 (centres undefined)
  -4.2%	7.9%	-1.5%
33	Cc1ccc2oc(C(=O)N3CCN(c4cccc(C)n4)CC3)c(C)c2c1
  ?	/	?
34	Cc1cc(-c2nnc(SCC(=O)Nc3ccc(C(F)(F)F)cc3)n2C)no1
  1.1%	1.2%	-17.8%
35	COCCNC(=O)C(c1cccs1)N(C(=O)Cn1nnc2ccccc21)c1cccc(C(C)=O)c1 (centres undefined)
  -5.8%	-1.0%	-5.4%

Further results follow.
43) Cc1ccc(S(=O)(=O)N2CCCC(c3nc(-c4ccc(C)o4)no3)C2)cc1 (centres undefined)
44) CC1=C(C(=O)N2CCCC(C(=O)c3cccc(C(F)(F)F)c3)C2)OCCO1 (centres undefined)
45) CCOC(=O)c1ccc(N2C(=O)c3n[nH]c(-c4ccco4)c3C2c2ccc(OCC)cc2)cc1 (centres undefined)
46) COc1cc(/C=N/N2CCN(C3c4ccccc4-c4ccccc43)CC2)cc(OC)c1OC
47) CN1OC[C@@H]2CN(C(=O)CCc3ccccc3)[C@H](c3ccc(-n4ccnc4)cc3)C[C@@H]21
48) COc1ccc(-n2c(SCC(=O)Nc3ccccc3)nc3c(c2=O)SCC3)cc1

Assay by compound,43,44,45,46,47,48
TDP1 cell CPT,-16.6%,?,?,16.4µM*,-6.6%,11.3%
TDP1 block,3.6%,-5.1%,9.3%,3.2%,/,5.2%
TDP1 cell noCPT,-12.2%,?,16.4µM*,14.6µM*,-7.1%,-17.7%

49) Cc1cc(Nc2ccc(C)c(Cl)c2)n2nc(Cc3ccccc3)nc2n1
50) C/C(N)=C(/C#N)C(=O)COC(=O)CC1CCCC1
51) CCCCNc1ccc(-c2nc(-c3ccccc3)no2)cc1[N+](=O)[O-]
52) CCN(CC)C(=O)CSc1nnnn1-c1ccc(F)c(Cl)c1
53) Cc1ccc2cc(CCNC(=O)c3cccs3)c(=O)[nH]c2c1C
54) Fc1ccccc1C(c1nnnn1Cc1ccc2c(c1)OCO2)N1CCN(Cc2ccco2)CC1 (centres undefined)

Assay by compound,49,50,51,52,53,54
TDP1 cell CPT,?,3.9%,-11.7%,-20.6%,23.1µM*,?
TDP1 block,11.6%,-1.0%,5.7%,-2.3%,3.9%,4.9%
TDP1 cell noCPT,?,-3.0%,-15.6%,-17.1%,?,?

Some of these compounds in order of length of the SMILES, high to low:
49) Cc1cc(Nc2ccc(C)c(Cl)c2)n2nc(Cc3ccccc3)nc2n1
53) Cc1ccc2cc(CCNC(=O)c3cccs3)c(=O)[nH]c2c1C
52) CCN(CC)C(=O)CSc1nnnn1-c1ccc(F)c(Cl)c1

Assay by compound,49,53,52
TDP1 cell CPT,?,23.1µM*,-20.6%
TDP1 block,11.6%,3.9%,-2.3%
TDP1 cell noCPT,?,?,-17.1%

New compounds follow:
55) CCCCC1=CC2=CC(=O)C(C)(OC(=O)CC)C(=O)C2=CN1CC(C)C (centres undefined)
56) CC12CN(C(=O)c3cccc([N+](=O)[O-])c3)C3(C#N)CC1CCC23C (centres undefined)
57) COc1ccc(C(=O)NCc2ccc3c(c2)CCN3C(=O)c2ccc(F)cc2)cc1
58) Cc1[nH]n(-c2ncc(-c3ccc(Cl)cc3)s2)c(=O)c1C(c1ccc(Cl)cc1)C(C#N)C#N (centres undefined)
59) O=C(O)c1ccc(N2C(=O)Nc3ccccc3N2O)cc1
60) CC1(C)CN(Cc2ccccc2)C(=O)[C@H]1CC(=O)Nc1ccccc1

Assay by compound,55,56,57,58,59,60
TDP1 cell CPT,?,-1.7%,?,-23.2%,-4.6%,-2.7%
TDP1 block,15.2%[12.3 µM],/,5.4%,9.7%,0.0%,/
TDP1 cell noCPT,?,-6.0%,20.6µM*,?,1.5%,?

61) CCn1c(SCc2nc(-c3ccccc3)no2)nnc1-c1ccco1
62) CCc1ccc(CNC(=O)CCc2c(C)nn(-c3ccc(N4CCCCC4)nn3)c2C)cc1
63) O=C(NC1CC(=O)N(c2cccc(F)c2)C1)C(=O)c1c[nH]c2ccccc12 (centres undefined)
64) Cc1ccc(S(=O)(=O)N2C[C@H]3[C@H]4C(=O)N(c5ccccc5)C(=O)[C@H]4C[C@H](OC(=O)NCc4ccco4)[C@@]3(O)C2)cc1
65) CCCCOc1cccc(C(=O)N(Cc2sccc2C)C2CCS(=O)(=O)C2)c1 (centres undefined)
66) Cc1cnc(C)c(-c2cccc3c2OC(CNC(=O)c2cc(C)on2)C3)n1 (centres undefined)

Assay by compound,61,62,63,64,65,66
TDP1 cell CPT,-5.2%,?,-15.8%,-8.6%,?,-0.6%[9.04 µM]
TDP1 block,5.0%,9.7%,/,/,4.9%,/
TDP1 cell noCPT,?,?,-18.6%,-2.4%,14.6µM*,-6.8%

67) Cc1cc2n(n1)C(c1ccccc1Cl)Nc1ccccc1-2 (centres undefined)
68) CC(=O)Nc1ccc(/C=C/c2ccncc2)cc1
69) CC(C)CC(=O)Nc1ccnn1C1CCN(C(=O)c2ccc(Cl)cc2F)CC1
70) CC(C)Cn1c(SCc2nnc(-c3cccs3)o2)nc(O)cc1=O
71) COc1ccc(-c2nc3c(c4nnc(SC(C)C(=O)Nc5ccc(C)cc5)n24)COC(C)(C)C3)cc1 (centres undefined)
72) Nc1nc(SCc2ccc(F)cc2)ns1

Assay by compound,67,68,69,70,71,72
TDP1 cell CPT,?,?,?,-0.4%,3.2%,17.4%
TDP1 block,11.9%,/,2.9%,1.0%,4.1%,3.8%
TDP1 cell noCPT,?,?,?,2.0%,?,-27.8%

73) Cc1ccc(N2CCN(Cc3ccccc3)CC2=O)c(C)c1
74) CC(=O)Nc1cc(-n2cnnn2)ccc1C
75) O=C(Nc1nc2ccc(Cl)cc2s1)[C@@H]1CCCN1C(=O)c1cccs1
76) CN1CCN(c2cc3c(c4c2[nH]c2ccccc24)C(=O)CC(C)(C)C3)CC1

Assay by compound,73,74,75,76
TDP1 cell CPT,-28.1%,4.4%,-13.7%,?
TDP1 block,/,2.8%,1.8%,3.9%
TDP1 cell noCPT,-29.3%,-14.8%,-7.4%,16.4µM*
